Screening data: PubChem, several laboratories
Ba/F3 V617F tox – loss of viability in JAK2V617F-driven Ba/F3 cells | Ba/F3 EpoR-JAK2V617F viability, ATP luminescence | inhibition, % at 5.6 µM | 1.1% of 220,000 active;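 active = inhibition above the campaign mean plus 3 SD over all tested compounds, cut at about 24% in these data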;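 also: cytokine-independent growth of Ba/F3 cells driven by EpoR plus mutant JAK2; 0% = DMSO-treated cells and 100% = JAK inhibitor I control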
PERK inhibitor – human PERK inhibition, primary cell-based screen; Q9NZJ5; 0.17% of 220,000 active; inhibition, % at 5.6 µM; CHO PERK-DD fusion, SEAP luminescence translation reporter;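 active = inhibition above the mean inhibition of all tested compounds plus 3 SD, set separately per screening campaign, cut at about 2.9% in these data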;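 also: PERK kinase domain activated by AP20187 dimerizer at 100 nM; 0% = DMSO with dimerizer and 100% = rapamycin at 8.4 µM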
S1P4 agonist – agonists of human S1P4 receptor; O95977; S1P4-expressing cell line, agonist reporter assay; activation, % at 4.98 µM; 0.35% of 220,000 active; AID 1509; in the data active = activation above about 11%;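 also: 0% = DMSO vehicle and 100% = reference agonist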
Target sequence (O95977 whole entry, looked up): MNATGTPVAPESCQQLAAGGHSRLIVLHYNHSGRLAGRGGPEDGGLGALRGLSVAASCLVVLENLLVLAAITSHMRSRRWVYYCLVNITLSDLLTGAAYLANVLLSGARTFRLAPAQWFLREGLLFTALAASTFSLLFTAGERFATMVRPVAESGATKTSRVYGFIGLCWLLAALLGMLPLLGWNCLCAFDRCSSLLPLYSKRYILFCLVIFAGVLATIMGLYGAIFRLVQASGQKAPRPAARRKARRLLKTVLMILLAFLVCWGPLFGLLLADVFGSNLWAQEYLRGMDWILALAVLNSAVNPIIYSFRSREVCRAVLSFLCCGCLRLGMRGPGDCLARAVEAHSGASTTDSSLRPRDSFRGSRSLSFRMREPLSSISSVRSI
S1P4 antagonist – human S1P4 receptor antagonism | S1P4-expressing cells, antagonist mode, reporter read-out | inhibition, % at 4.98 µM | 0.26% of 220,000 active; in the data active = inhibition above about 29%;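 also: 0% = wells stimulated with agonist and 100% = vehicle wells without agonist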
Mdm2 ligase inh – inhibitors of human Mdm2 E3 ubiquitin ligase; cell-based MDM2 ubiquitination luciferase reporter, 2 h; 0 = plate control, 100 = twice control, blank-subtracted; 0.11% of 210,000 active; Q00987; signal enhancement, % at 5 µM;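 active = signal enhancement of 30% or more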;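 also: luminescence tracks abundance of the self-degrading MDM2-luciferase fusion protein; higher signal means inhibition of MDM2 E3 ligase activity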
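system = mammalian cells stably expressing self-ubiquitinating, self-degrading MDM2 E3–luciferase fusion | quantity = 2000 cells per well seeded | incubation = 4 h cell settling then 2 h compound exposure, 37 °C | signal = SteadyLite luminescence, 15 min reagent step | benchmarks = plate control and blank wells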
NPY-Y2 PAM-ag – human NPY-Y2 potentiation or agonism, primary screen; P49146; cells expressing NPY-Y2, potentiator/agonist read-out; activation, % at 3.6 µM; 0.45% of 220,000 active; AID 1359; in the data active = activation above about 27%;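 also: cells stimulated with NPY near EC25 plus isoproterenol at EC100; 0% = vehicle plus submaximal agonist and 100% = vehicle plus saturating agonist; some results beyond the cut were filed as inactive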
Target sequence (P49146 whole entry, looked up): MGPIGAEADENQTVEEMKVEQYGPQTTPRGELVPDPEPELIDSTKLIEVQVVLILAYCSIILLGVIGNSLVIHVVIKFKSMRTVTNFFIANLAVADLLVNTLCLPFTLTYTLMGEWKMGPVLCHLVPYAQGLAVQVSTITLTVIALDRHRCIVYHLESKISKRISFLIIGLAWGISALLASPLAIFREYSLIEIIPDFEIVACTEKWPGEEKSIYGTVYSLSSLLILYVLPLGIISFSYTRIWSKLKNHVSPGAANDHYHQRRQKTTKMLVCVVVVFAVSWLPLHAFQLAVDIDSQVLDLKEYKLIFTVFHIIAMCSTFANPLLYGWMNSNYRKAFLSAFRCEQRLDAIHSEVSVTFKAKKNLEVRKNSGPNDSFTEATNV
BaF3 tox – counter-screen for JAK2V617F inhibitors: parental Ba/F3 viability inhibitors; CellTiter-Glo ATP luminescence; inhibition, % at 5.6 µM; 1.1% of 220,000 active; AID 1486;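 active = inhibition above a per-campaign cutoff, the mean inhibition of all tested compounds plus 3 SD, cut at about 27% in these data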;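 also: 0% = DMSO wells and 100% = JAK Inhibitor I control wells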
Wee1 stabilizer – human Wee1 degradation inhibition, primary screen; 1.2% of 220,000 active; HeLa Luc-Wee1K328M stability, luciferase luminescence; 100% = proteasome inhibitor MG132 effect; reporter increase, % at 5 µM; AID 1321; P30291;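 active = activation above the mean of all tested compounds plus 3 SD, set per screening run, cut at about 8.8% in these data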;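 also: cells exposed to compound for 20 h before luminescence read; 0% = DMSO alone and 100% = MG132 at 30 µM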
eIF4E-4G inh – eIF4E/eIF4G interaction inhibition in translation initiation | P63073+Q04637 | TR-FRET eIF4E-eIF4GI(517-606) binding, 2 h | inhibition, % at 21.7 µM | 0.37% of 220,000 active | AID 782;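 active = inhibition above about 30%, limit read from the data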;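 also: 0% = full FRET control wells and 100% = background wells lacking eIF4GI fragment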
Starred values were filed as active, the others as inactive; x = no result given; [ ] = another dose, or the depositor's remark.

SMILES	Ba/F3 V617F tox	PERK inhibitor	S1P4 agonist	S1P4 antagonist	Mdm2 ligase inh	NPY-Y2 PAM-ag	BaF3 tox	Wee1 stabilizer	eIF4E-4G inh
COC(=O)c1cc(Br)c(=O)n(Cc2ccncc2)c1	-1	0.9	0.4	-25	-21	-4	0	-3	2[fluorescence artefact?]
COc1ccc(N2CCN(C(c3cc4ccc(C)cc4[nH]c3=O)c3nnnn3C3CCCC3)CC2)cc1 (centres undefined)	-1	1.3	-0.4	0	-11	-7	0	1	0
Cc1ccc(S(=O)(=O)Cn2cnnn2)cc1	-4	1.1	-0.3	-14	-27	16	2	-3	4[fluorescence artefact?]
Cn1c(=O)c2c(nc(SCC(=O)NCc3ccc4c(c3)OCO4)n2Cc2ccc(F)cc2)n(C)c1=O	-3	1.0	-0.5	1	7	12	-1	0	4
Cc1nnnn1CC(=O)Nc1cccc([N+](=O)[O-])c1	6	-1.6	-4.3	10	-35	-2	2	1	0
Cc1nn(C)c(C)c1NC(=O)CSc1nc(Cc2ccccc2)nc2c1cnn2-c1ccccc1	-2	1.0	1.0	-15	x	1	4	0	x
COCCSc1nnc(NC(=O)C2CCCCC2)s1	-2	0.1	-1.2	7	4	12	3	-3	0
N#Cc1c(-c2ccc3c(c2)OCO3)ccn2nc(-c3cccc(C(F)(F)F)c3)nc12	1	0.2	0.9	-11	3	0	6	-2	-45
Cn1nnc(NC(=O)/C=C/c2ccco2)n1	-1	0.5	-0.9	9	-10	-25	-4	0	-2
CCNC(=O)c1oc2c(c1C)C(=O)CC(C)(C)C2	-2	0.2	0.8	-8	3	-2	3	3	4[fluorescence artefact?]
COc1ccc(OC)c(NC(=O)C2=C(C)NC(=O)NC2c2cccs2)c1 (centres undefined)	0	0.4	1.7	-30	-10	3	1	0	-5
O=C(NCSC1=NCCS1)c1ccccc1	-2	1.4	1.7	-15	-3	13	1	-1	0
Cc1ccc(CNC(=O)c2cnc(-c3ccccn3)nc2C(F)(F)F)cc1	-2	0.0	0.4	-17	-11	8	1	-1	6
Nc1ccccc1SCC(=O)N1CCc2ccccc21	-2	0.8	0.6	-4	-13	8	3	-1	-1[fluorescence artefact?]
COc1cc(C(=O)OCCN2CCCCC2)ccc1O	-1	1.1	1.3	2	-18	3	2	-2	0
O=C(c1ccccc1)N1CCn2c1nc1ccccc12	-2	0.4	1.1	-10	3	-7	3	-2	-3
CC1(/[N+]([O-])=C/c2ccccc2F)CCCCC1=O (centres undefined)	3	0.5	-0.1	1	-7	6	5	2	1
O=C(O)c1cccc(N/N=C/c2ccc(F)c(F)c2)c1	-3	0.0	-0.9	-25	-59	-10	-2	2	-3
Clc1ccccc1-c1nn2c(COc3ccccc3)nnc2s1	1	-0.5	0.0	-6	5	-12	-2	-1	2
CCCOc1ccc(Cn2ccnc2)cc1[N+](=O)[O-]	5	-0.1	1.1	-3	-5	-5	5	0	0
Cc1cccc(-c2nc(N)nc(N)n2)c1	0	0.3	1.1	6	-11	-6	2	0	3
CCOc1ccccc1C(=O)N1CCCCC1C (centres undefined)	3	0.2	2.1	-3	-24	-6	2	-1	5
O=C(Cc1ccccc1F)Nc1nc(-c2cccs2)cs1	2	-0.1	2.0	-12	4	3	8	5	11
CCN(CC)CC(=O)Nc1nc(-c2ccc(Cl)cc2)cs1	2	-1.6	0.5	-12	-13	-10	8	2	5
COc1ccc(-c2noc(-c3cc(C)cc(C)c3)n2)cc1OC	-3	0.6	0.7	-11	-10	0	-1	1	9
CCOC(=O)C(=O)Nc1cc(C(=O)OC)cc(C(=O)OC)c1	1	0.1	0.3	-18	-6	-8	4	-2	4
CS(=O)(=O)Nc1cccc2cccnc12	-2	-1.5	1.5	-6	-39	5	-3	-2	0
CCCC1(C(=O)OC)NC(c2cc(OC)c(OC)c(OC)c2)C2C(=O)N(CC)C(=O)C21 (centres undefined)	-1	1.2	-0.3	7	-12	5	0	0	-3
COC(=O)c1ccc(OCC2c3cc(OC)c(OC)cc3CCN2C(=O)c2ccco2)cc1 (centres undefined)	1	-1.6	0.3	14	-9	-15	7	-1	3
COc1ccccc1N(CC(=O)N/N=C/c1ccc(C(=O)O)cc1)S(=O)(=O)c1ccc(C)cc1	2	0.0	1.1	8	-10	-5	3	9.0*	-3
COc1ccc2c(c1)C=C([C@@H]1C[C@H]3CN(c4ccccc4)C(=O)[C@]34CCCN14)CO2	99*	-0.1	2.4	-1	-19	-14	101*	-4	5
CNC(=O)c1csc(-c2cccs2)n1	-2	0.8	0.3	4	0	12	3	7	2
Oc1ccc(N=Cc2ccc(O)c(O)c2)cc1	3	-0.7	0.7	-14	-15	-6	3	-3	19[fluorescence artefact?]
Cc1cc(C)c2nc(N3CCC(C(=O)NCc4ccccn4)CC3)sc2c1	5	1.4	-0.6	3	-15	-9	10	3	0
CN1N=C2c3ccccc3CCCC2C1c1ccc(F)cc1 (centres undefined)	5	-2.3	0.8	16	-39	-41	3	6	-7
COc1ccc(NC(=O)CSc2ccccc2)cc1S(=O)(=O)N1CCCCC1	2	-0.5	1.5	-12	0	0	6	5	2[fluorescence artefact?]
CCC(=O)c1ccccc1OCC(=O)Nc1c(C)cccc1C	5	0.1	0.4	-6	-3	-10	8	1	1
Cn1c(=S)n(C)c2ccccc21	-3	0.5	0.7	-15	-2	6	3	-4	-1
CCCCC1NC(=S)N(C2CCCCC2)C1=O (centres undefined)	1	0.2	-0.3	-7	-4	2	6	3	1[fluorescence artefact?]
Cn1c(=O)c2c(nc(CN3CCN(Cc4ccccc4)CC3)n2Cc2ccccc2)n(C)c1=O	-6	-0.9	-0.5	10	-5	3	3	-3	1
CNc1nc(-c2ccccc2)nnc1C(F)(F)F	1	1.0	0.8	-5	-17	4	3	-3	2
CCN(CC)CC(=O)Nc1c(Br)ccc2c1OCO2	-2	0.9	-1.5	-7	-17	5	5	-2	3
CCN1CCN(C(=O)CCNC(=O)Cn2ccc3ccccc3c2=O)CC1	-2	0.6	-0.5	-4	-1	-4	5	2	8
COc1ccc(CNC(=O)Nc2cccs2)cc1OC	-4	-0.1	0.5	4	-3	-2	0	0	-4
COCCCNC(=S)NCCNc1nc2c(C)c(C)ccc2cc1C#N	1	0.4	-0.2	0	-4	-4	4	-3	0

Single records, from the list above:
CN1N=C2c3ccccc3CCCC2C1c1ccc(F)cc1 (centres undefined) is listed as Ba/F3 V617F tox: 5; PERK inhibitor: -2.3; S1P4 agonist: 0.8; S1P4 antagonist: 16; Mdm2 ligase inh: -39; NPY-Y2 PAM-ag: -41; BaF3 tox: 3; Wee1 stabilizer: 6; eIF4E-4G inh: -7
CCC(=O)c1ccccc1OCC(=O)Nc1c(C)cccc1C is listed as Ba/F3 V617F tox: 5; PERK inhibitor: 0.1; S1P4 agonist: 0.4; S1P4 antagonist: -6; Mdm2 ligase inh: -3; NPY-Y2 PAM-ag: -10; BaF3 tox: 8; Wee1 stabilizer: 1; eIF4E-4G inh: 1

More structures.
SMILES	Ba/F3 V617F tox	PERK inhibitor	S1P4 agonist	S1P4 antagonist	Mdm2 ligase inh	NPY-Y2 PAM-ag	BaF3 tox	Wee1 stabilizer	eIF4E-4G inh
Cc1ccc(S(=O)(=O)N2CCN(CCO)CC2)cc1-c1nnc2c3ccccc3c(C)nn12	2	-0.1	2.0	-2	x	-28	3	-1	x
CC1=C(C(N)=O)C(c2ccccn2)n2nc(SCc3ccccc3Cl)nc2N1 (centres undefined)	5	0.1	-3.1	1	-1	-11	5	-1	8
O=C(Nc1ccccc1Cl)c1ccccc1Cl	-5	1.2	0.1	2	-6	3	0	-2	x
COc1ccc2nc(N/C(N)=N/C(=S)Nc3ccc(C)c(C)c3)nc(C)c2c1	1	1.2	-1.2	-23	-12	14	7	6	2
CC/C(=N\NC(=S)NC(C)C)c1ccc(OC)c(OC)c1	-2	0.7	1.9	-17	-10	-9	4	-2	-6
O=C(NCCc1ccc(F)cc1)c1cccs1	4	0.0	-0.6	-10	-8	-2	7	4	-5
CC1CCN(C(=O)C2CCN(C(=O)c3cc4sccc4n3Cc3ccc(F)cc3)CC2)CC1	-1	-1.2	1.1	-11	-3	4	2	3	0
c1cn2cc(-c3ccc4c(c3)OCO4)nc2s1	3	-0.1	1.6	5	-48	0	1	1	4
Cc1ccc([N+](=O)[O-])cc1S(=O)(=O)Nc1ccc(N2CCOCC2)cc1	0	0.4	0.2	8	-2	10	2	-3	3
O=C(NC(=S)Nc1cccc(Cl)c1N1CCCCC1)c1cccs1	0	0.2	-1.7	5	-17	-32	3	0	8
Cn1c(NNC(=O)C(c2ccccc2)c2ccccc2)cc(=O)n(C)c1=O	5	0.3	1.2	7	-13	-6	10	0	-2
CC1Cc2nc(SCC(=O)N3CCOCC3)n(-c3ccccc3)c(=O)c2S1 (centres undefined)	0	0.7	-1.1	-8	-8	-1	9	3	0
CC(C)[C@H](NC(=O)c1ccco1)C(=O)OCC(=O)Nc1ccc(F)cc1	3	0.8	2.8	-10	-9	5	4	-3	1
CC(C)CCn1c(N2CCOCC2)nc2c1c(=O)n(CC(N)=O)c(=O)n2C	-1	0.0	0.2	17	17	3	1	-4	-2
COc1ccc(S(=O)(=O)N2CCCC2C(=O)Nc2nccs2)cc1 (centres undefined)	1	-0.9	-1.3	-17	-1	-2	2	-1	3[fluorescence artefact?]
COc1ccc(CCNC(=O)c2ccc(NS(=O)(=O)c3c(C)noc3C)cc2)cc1OC	-1	0.8	1.0	-3	-8	-8	4	3	0
O=[N+]([O-])c1ccc(Sc2cccc[n+]2[O-])c2nonc12	99*	1.4	0.4	91*	-69	10	105*	40*	5
O=C(Cn1c(N2CCN(c3ccccc3)CC2)nc2ccccc21)c1ccccc1	-1	-0.1	-0.3	-11	-5	2	-2	0	1
O=C1CCCN1CN(C(=O)c1ccccc1)c1ccccc1	2	1.5	-1.0	-17	-39	8	10	1	-3
O=C(NN1CCOCC1)c1cccc(COc2cccc(Br)c2)c1	-2	1.0	-1.4	-10	10	0	5	1	-3
O=C(O)Cn1c(=S)sc2ccccc21	-3	0.7	-2.9	4	-3	-16	5	1	3
Cc1cc(N=Nc2ccccc2)c(NCC(O)C(O)C(O)CO)cc1C (centres undefined)	1	-0.6	0.2	-10	-9	57*	4	-2	-3
O=C(c1ccc(Cl)cc1)C1CCCN(C(=O)/C=C/c2ccccn2)C1 (centres undefined)	-3	1.5	4.0	-11	-5	-13	4	-1	-3
COCCOC(=O)C1=C(C)NC(=S)NC1/C=C/c1ccccc1 (centres undefined)	1	1.1	-0.2	-12	-5	10	8	1	-3[fluorescence artefact?]
CCOc1ccc(NC(=O)C2CSC(c3ccncc3)=N2)cc1 (centres undefined)	2	0.9	1.6	11	x	-1	7	-2	-1
O=C(O)CCCn1nc(C(F)(F)F)c2c1CCCCC2	2	-0.5	1.4	-7	4	3	5	2	4
O=C1c2ccccc2C(O)(Cc2ccccc2)N1C1CCCCC1 (centres undefined)	-1	0.0	2.2	-30	-10	3	3	-1	-12
Nc1c(-c2ccccc2)nc(Cl)nc1-c1ccccc1	2	0.9	1.2	-2	-22	0	6	-2	0
CCCCNc1nc2sc3c(c2c(=O)n1-c1cccc(Cl)c1)CCN(C)C3	80*	-0.5	1.3	-10	-12	-24	68*	-3	-4

Structures listed above shown as hits in NPY-Y2 PAM-ag:
SMILES | PERK inhibitor | S1P4 agonist | S1P4 antagonist | NPY-Y2 PAM-ag | Wee1 stabilizer | eIF4E-4G inh
Cc1cc(N=Nc2ccccc2)c(NCC(O)C(O)C(O)CO)cc1C (centres undefined) | -0.6 | 0.2 | -10 | 57* | -2 | -3
